From PubChem
KAT2A inh – qHTS Assay for Inhibitors of GCN5L2; GCN5L2 HAT assay, ThioGlo1 CoA-SH fluorescence; 390,000 compounds, 0.21% hits; AID 504327, 2011; Potency, µM (top dose mostly 58.9 µM), without a hit: at the highest dose activity change, negative = inhibition, hits mostly inhibitors
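Enzyme at 20nM final was mixed with library compounds for 15 min at room temperature. Peptide H3(1-25) at 75uM, acetyl-CoA at 70uM and ThioGlo1 at 50uM were then added. Plates were read immediately and after 20 min (Ex340nm/Em540nm).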
N370S GC – qHTS Assay for Inhibitors and Activators of N370S glucocerebrosidase as a Potential Chaperone Treatment of Gaucher Disease; N370S GC spleen homogenate, 4MU-glucoside fluorescence; Potency, µM (highest dose often 59.4 µM), inactives show top-dose activity change, negative = inhibition, actives largely listed as inhibitors; 330,000 compounds, 0.092% hits;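 further: 0% = full enzyme activity and -100% = no enzyme basal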
FEN1 inhibitor – qHTS Assay for the Inhibitors of Human Flap endonuclease 1 (FEN1); P39748; Recombinant FEN1 flap cleavage, fluorescence, 15 min; Potency, µM (titrated, usually from 114 µM), inactives show at the top dose activity change, negative = inhibition, usual class: inhibitors; 390,000 compounds, 0.35% hits; further: nearly all actives have a fitted effect of over 65% in size
Target sequence (P39748 whole entry, looked up): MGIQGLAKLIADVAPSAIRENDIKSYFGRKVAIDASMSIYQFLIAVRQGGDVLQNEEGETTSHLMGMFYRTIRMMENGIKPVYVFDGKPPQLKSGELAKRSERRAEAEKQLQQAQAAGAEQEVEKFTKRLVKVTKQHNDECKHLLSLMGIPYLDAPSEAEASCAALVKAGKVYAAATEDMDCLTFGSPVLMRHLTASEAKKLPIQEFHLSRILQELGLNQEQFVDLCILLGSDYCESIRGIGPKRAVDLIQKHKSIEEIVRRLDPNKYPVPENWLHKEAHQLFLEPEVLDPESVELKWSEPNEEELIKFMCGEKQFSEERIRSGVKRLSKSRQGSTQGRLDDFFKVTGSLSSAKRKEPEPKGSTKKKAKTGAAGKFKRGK
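Recombinant FEN1 (10 nM) was preincubated with pin-transferred compounds for 15 min at room temperature, then flap DNA substrate (50 nM final) was added. Plates were read at 0 and 15 min, and normalized concentration–response data were fitted to a four-parameter Hill equation.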
Starred values were filed as active, the others as inactive; ? = inconclusive; nt = no result given; [ ] = another dose, or the depositor's remark. The call rests on the fitted dose curve; in most records, active means well fitted curve in the direction sought with a large enough effect; inconclusive means small, poorly fitted or top-dose-only effect, or another doubt; inactive means no such curve, though single readings can be large; an effect the other way counts as inactive or inconclusive. Unless noted, on the % scale 0 is the no-effect control and ±100 the full control effect; potency means the concentration at half of the fitted maximal effect.

canonical_smiles | KAT2A inh | N370S GC | FEN1 inhibitor
O=C(c1ccc(CS(=O)(=O)c2ccc(Br)cc2)o1)N1CCN(c2ncccn2)CC1 | 2% | -7% | 16%
CCN(C(=O)CSc1nnc(NC2CCCCC2)s1)C1CCS(=O)(=O)C1 (stereo not drawn) | 1% | -1% | 1%
O=C(CSc1nc2c([nH]c3ccccc32)c(=O)n1-c1ccccc1)Nc1ccccc1C(F)(F)F | -11% | nt | -3%
COC(=O)C(C)Oc1cc(OC(C)C(=O)OC)c2c(-c3ccccc3)cc(=O)oc2c1 (stereo not drawn) | -22% | 1% | 10%
COc1cccc2cc(C(=O)NCCc3c(C)[nH]c4ccc(F)cc34)c(=O)oc12 | -2% | nt | -1%
Nc1ccccc1C(=O)Nc1nccs1 | -5% | 3% | 28%
Cc1cccc(NC(=O)CN2C(=O)C(c3ccc(F)cc3)=NC23CCCCCC3)c1 | 7% | nt | 1%
COc1ccc(OC)c(NC(=O)c2ccc(CN(c3cc(Cl)ccc3C)S(=O)(=O)c3ccccc3)cc2)c1 | 0% | -25% | -3%
O=c1oc2c3c4c(cc2c(C(F)(F)F)c1CCN1CCOCC1)CCCN4CCC3 | -5% | 5% | -10%
COc1ccc(CN(C)C(=O)C23CC4CC(CC(Cl)(C4)C2)C3)c(OC)c1OC | -15% | 10% | -1%
CCn1c(=O)cc(SCC(=O)Nc2cc(Cl)ccc2OC)c2ccccc21 | -11% | nt | -1%
Cc1cccc(NCc2ccc(Br)cc2)n1 | -1% | 0% | 31%[activator]
CC(C)(C)c1ccccc1NC(=O)c1cnn2c(C(F)F)cc(-c3ccccc3)nc12 | 1% | nt | -2%
Cc1ccc(NCc2ccccc2-c2nnc(-c3ccccc3Cl)o2)cc1Cl | -1% | nt | 16%
Cc1ccc(NC(=O)C(=O)NCc2ccc(/C=N/NC(=O)c3c(C)nc4ccccn34)o2)cc1 | -13% | -11% | -9%
COc1ccc(NC(=O)NNC(=O)c2ccc(-c3ccccc3)cc2)c(OC)c1 | -4% | -6% | -3%
O=C(N/C(=C\c1ccc(Br)cc1)C(=O)N1CCCC1)c1ccccc1F | -3% | -15% | 3%
CC(C)CN(C(=O)COC(=O)CSc1ccc([N+](=O)[O-])cc1)C1CCS(=O)(=O)C1 (stereo not drawn) | -6% | 2% | 3%
Cc1cccc(/C=N/n2c(C3CCCCC3)n[nH]c2=S)c1 | -3% | -1% | -18%
CCOC(=O)c1ccc(NC(=O)c2nc[nH]c2C(=O)N2CCc3ccccc3C2)cc1 | -15% | 20% | 12%
COCCOC(=O)c1c(NC(=O)CNC2CCCc3ccccc32)sc(C(N)=O)c1C (stereo not drawn) | -6% | 7% | -1%
COc1ccccc1N1CCN(C(=O)c2cccc(NC3=NC4CS(=O)(=O)CC4S3)c2)CC1 (stereo not drawn) | -12% | ? | 13%
CCCCCCC(=O)N/N=C/Cc1ccccc1 | -7% | 14% | -6%
CN(C)c1nc(N)nc(N(c2ccccc2)c2ccccc2)n1 | 3% | 0% | -17%
CCCCc1c(O)nc(SCC(=O)N2CCOCC2)n(-c2ccccc2OC)c1=O | -1% | -10% | 4%
O=c1c(-c2cc(F)cc(F)c2)nc2cnc(N3CCOCC3)nc2n1Cc1ccc(F)cc1 | -5% | 2% | nt
CCCNC(=O)CSc1nc2nc(C)c(Cc3ccccc3Cl)c(C)n2n1 | -3% | nt | -5%
CCOC(=O)NC1(Nc2cccc(Cl)c2)Oc2ccccc2O1 | 43%[activator] | -4% | 1%
CCCNC(=O)c1cc2c3ccccc3n(C)c2s1 | -13% | 15% | -19%
O=C(COC(=O)c1c[nH]c(=O)[nH]c1=O)Nc1ccccc1Br | -8% | -11% | -7%
CCOC(=O)c1ccc(NC(=S)N(CCCN2CCN(CC)CC2)Cc2cccs2)cc1 | -8% | -21% | 4%
CCOC(=O)c1c(NC(=O)COc2cccc3c2CCN(CC)C3=O)sc2c1CCC2 | 2% | 10% | 8%

An excerpt from above in order of SMILES length, falling:
canonical_smiles | KAT2A inh | N370S GC | FEN1 inhibitor
O=C(c1ccc(CS(=O)(=O)c2ccc(Br)cc2)o1)N1CCN(c2ncccn2)CC1 | 2% | -7% | 16%
CC(C)(C)c1ccccc1NC(=O)c1cnn2c(C(F)F)cc(-c3ccccc3)nc12 | 1% | nt | -2%
CCCNC(=O)CSc1nc2nc(C)c(Cc3ccccc3Cl)c(C)n2n1 | -3% | nt | -5%

Further records follow:
canonical_smiles | KAT2A inh | N370S GC | FEN1 inhibitor
COc1cc(S(=O)(=O)N2CCC(C(N)=O)CC2)c(C)cc1C | -1% | -1% | 4%
CC(C)c1ccc(N2C(=O)CC(Sc3ncccn3)C2=O)cc1 (stereo not drawn) | -2% | -5% | -1%
CC(=O)Nc1ccc(S(=O)(=O)N(C#N)c2nc(N(C)C)nc(N(C)C)n2)cc1 | -14% | -3% | 5%
O=[N+]([O-])c1cc([N+](=O)[O-])c2c(=Nc3ccccc3)n(-c3ccccc3)n(O)c2c1 | ? | -6% | 3%
Cc1ccc(S(=O)(=O)NCCC(=O)Nc2ccncc2)cc1C | -7% | -7% | -4%
CCOC(=O)CC(NC(=O)C(CC)c1ccccc1)c1ccccc1Cl (stereo not drawn) | 3% | 3% | -3%
O=C(/C=C/c1cccs1)N1CCCC1 | -1% | -13% | -1%
Cc1onc(-c2c(Cl)cccc2Cl)c1COC(=O)c1ccc([N+](=O)[O-])cc1 | 1% | -10% | 0%
Cc1cc(-c2ccc(N=Nc3ccc4c(S(=O)(=O)O)cc(S(=O)(=O)O)c(N)c4c3O)c(C)c2)ccc1N=Nc1ccc2c(S(=O)(=O)O)cc(S(=O)(=O)O)c(N)c2c1O | 3.2µM* | -18% | nt
C=CC#CC1(O)CC(C)N(C)CC1C (stereo not drawn) | 3% | 5% | -3%
COC(=O)c1ccccc1NC(=O)CS(=O)(=O)Cc1nc(-c2ccc(C)cc2)oc1C | -3% | -5% | 19%
Cc1ccc(-c2csc(NC(=O)CN3CC(C)OC(C)C3)n2)cc1 (stereo not drawn) | -3% | -4% | -5%
CCn1c2ccccc2c2cc(CN3CCN(Cc4cccc(Cl)c4)CC3)ccc21 | -1% | nt | 7%
CO/N=C(/CS(=O)c1ccc(Br)cc1)c1ccc(OC)cc1 (stereo not drawn) | -5% | 7% | 0%
COc1cccc(C(=O)NCC(=O)OCc2ccc(F)cc2Cl)c1 | -2% | 2% | 11%
CCCNC(=O)N(C)c1nncnc1C(=O)NC | 2% | 4%[2.35 µM] | 0%
Cc1ccc(C(=O)O)cc1NC(=O)CSc1nnc(-c2ccccc2F)n1C1CCCCC1 | 2% | nt | -5%
COc1cc(S(=O)(=O)N2CCCCC2)ccc1NC=O | nt | ? | -11%
c1cncc(C(c2nnnn2C2CCCCC2)N2CCCCC2)c1 (stereo not drawn) | ? | -4% | 16%
Cc1cc(C)c(S(=O)(=O)c2ccccc2)c(OC(=O)c2c(Cl)cccc2Cl)n1 | -6% | 2% | 0%
COc1cccc(C2c3c(oc4ccc(Cl)cc4c3=O)C(=O)N2c2cc(C)on2)c1OC (stereo not drawn) | -7% | 12% | -2%
Cc1ccc(-n2nnnc2-c2cnc3cc4c(cc3c2C)OCO4)cc1 | -14% | 11% | -4%
Cc1cc(C)c(OCCCCN2CCC(C)CC2)c(Br)c1 | 1% | -8% | 9%
Cc1cc(C(=O)Cn2cc(C(F)(F)F)ccc2=O)c(C)n1CC1CCCO1 (stereo not drawn) | -3% | nt | -2%

In another format: 3 of the compounds above
Screens in order: KAT2A inh, N370S GC, FEN1 inhibitor
Cc1ccc(-n2nnnc2-c2cnc3cc4c(cc3c2C)OCO4)cc1
→ -14%, 11%, -4%
Cc1cc(C)c(OCCCCN2CCC(C)CC2)c(Br)c1
→ 1%, -8%, 9%
Cc1cc(C(=O)Cn2cc(C(F)(F)F)ccc2=O)c(C)n1CC1CCCO1 (stereo not drawn)
→ -3%, nt, -2%

(cont.)
canonical_smiles | KAT2A inh | N370S GC | FEN1 inhibitor
Cc1nn(-c2cccc(C(F)(F)F)c2)c(Cl)c1/C=N/n1cnnc1 | -5% | -6% | 5%
C[C@H]1CN([C@@H](C)CO)C(=O)c2cc(NC(=O)Nc3cccc4ccccc34)ccc2O[C@@H]1CN(C)Cc1ccc(-c2ccccc2)cc1 | -11% | nt | 1%
Brc1cc2c(cc1CSc1ncccn1)OCO2 | -3% | 1% | -11%
O=C(c1n[nH]c(=O)c2ccccc12)N1CCN(S(=O)(=O)c2ccccc2Cl)CC1 | 0% | nt | -9%
CCOC(=O)C1CCN(C(=O)COc2ccc(Cl)cc2)CC1 | -5% | -1% | -13%
CN(C)C1(CNC(=O)C2CCN(S(=O)(=O)c3cc(Cl)ccc3Cl)CC2)CCCCC1 | -1% | -27% | -2%
O=C(Cn1cc(S(=O)(=O)Cc2ccc(F)cc2)c2ccccc21)NCc1ccccc1 | -23% | nt | -2%
CN(CCc1ccccn1)C(=O)CCC1CCCN(C(=O)CCOc2ccccc2)C1 (stereo not drawn) | -2% | 3% | 20%
Cc1ccccc1Cn1c(=O)n(Cc2ccc(Cl)cc2)c(=O)c2cccnc21 | -7% | nt | -9%
COc1ccc(CC(NC(C)=O)C(=O)N2CCN(C(=O)N(C(C)C)C(C)C)CC2)cc1 (stereo not drawn) | -6% | 0% | 2%
Cc1ccc(C)c(NC(=O)CCC(=O)N/N=C/c2cccnc2)c1 | -2% | -16% | -3%
O=c1c2[nH]c3ccccc3c2ncn1Cc1ccncc1 | -2% | -2% | 3%
COCCn1c(=O)c(-c2ccc(OC)cc2)nc2cnc(Nc3cccc(OC)c3)nc21 | -18% | -9% | nt
COc1cccc(OC)c1C(=O)Nc1ccc(C)cc1C(=O)c1ccccc1 | 7% | ? | -15%
CCOC(=O)c1c(/N=C/c2ccc(O)cc2O)sc2c1CCC2 | -8% | -15% | nt
Cc1ccccc1NC(=O)COc1ccc(S(=O)(=O)N2CCCC2)cc1C | -28% | -1% | -5%
CC(C)OCCCNC(=O)CN1C(=O)CC(C)(C)S(=O)(=O)c2ccccc21 | -9% | -5% | 20%
Cc1ccc2[nH]c(=O)c(CN(Cc3nnnn3C3CCCC3)C3CCCCC3)cc2c1 | -4% | 10%[2.35 µM] | 6%
C=CCNc1nc(Nc2ccccc2F)nc(OCC)n1 | -12% | 3% | 13%
COc1cccc(C2=CC(c3cccc(OC)c3OC(F)F)n3nnnc3N2)c1 (stereo not drawn) | -5% | -14% | 3%
O=S(=O)(c1cccs1)N1CCC(CO)(Cc2ccc(Cl)cc2)CC1 | -7% | 12% | -15%
COc1cc2c(cc1OC)CN(c1ccc([N+](=O)[O-])cc1C#N)CC2 | -9% | -1% | ?
CC(=O)Nc1ccc(NC(=O)C2CCN(S(=O)(=O)c3ccc4c(c3)OCCO4)CC2)cc1 | -8% | nt | -6%
CC(C)COc1cccc(C(=O)NC(=S)NCc2cccnc2)c1 | -2% | -11% | -24%
COc1ccc2c(CC#N)c[nH]c2c1 | -8% | -2% | 10%
CN(C1CCCCC1)S(=O)(=O)c1ccc(F)c(C(=O)Nc2ccc(C(F)(F)F)cc2)c1 | -5% | nt | 1%
Cc1ccc2c(c1)oc(=O)n2CC(=O)c1ccccc1 | -4% | 0% | -8%
N#Cc1ccc(NC(=O)COC(=O)c2ccc(F)c(S(=O)(=O)N3CCOCC3)c2)cc1 | -21% | nt | -8%
CC(=O)n1cc([C@H]2C=C(C(=O)Nc3ccccc3)O[C@@H](OCc3ccc(CO)cc3)C2)c2ccccc21 | -15% | 19% | -1%
Cc1cccc(Cc2c(C)nc3nc(SCC(=O)O)nn3c2C)c1 | -6% | 6% | 21%
COC(=O)c1c(N2C(=O)[C@H]3[C@@H](C2=O)[C@]2(C(=O)Nc4ccc(C)cc42)N2CCC[C@@H]32)sc(C)c1C | -9% | -3% | nt
O=c1[nH]c(=S)n(-c2cccc(C(F)(F)F)c2)c(O)c1C=NCCN1CCNCC1 | -1% | -7% | 7%
O=C(Nc1cccc(O)c1)c1cc(-c2ccccc2F)no1 | -15% | nt | 0%
COc1cc(C(=O)NC2CCN(CC(=O)Nc3cccc(C)c3C)CC2)cc(OC)c1OC | 10% | -9% | -6%
O=c1oc2c(CN3CCN(CCO)CC3)c(O)ccc2cc1-c1ccccc1 | 32µM* | nt | -7%
O=C(Nc1cccc(S(=O)(=O)N2CCCCC2)c1)c1ccc([N+](=O)[O-])o1 | -3% | -12% | -7%
CC(C)CC(=O)NCc1nc2cccnc2n1Cc1ccccc1 | -3% | nt | -4%
CC(=O)c1ccc(-c2ccc(C(=O)N(C)Cc3nc4ccccc4c(=O)[nH]3)o2)cc1 | -7% | nt | 10%
Nc1nc(NC(=O)/C=C/c2ccccc2)nn1-c1ccccc1 | -5% | 10% | 0%
COC(=O)c1cc(COc2ccc3ccc(=O)oc3c2)c(C)o1 | -3% | 27% | -1%

KAT2A inh: entries above that show a hit
structure	KAT2A inh	N370S GC
Cc1cc(-c2ccc(N=Nc3ccc4c(S(=O)(=O)O)cc(S(=O)(=O)O)c(N)c4c3O)c(C)c2)ccc1N=Nc1ccc2c(S(=O)(=O)O)cc(S(=O)(=O)O)c(N)c2c1O	3.2µM*	-18%
O=c1oc2c(CN3CCN(CCO)CC3)c(O)ccc2cc1-c1ccccc1	32µM*	nt

Compounds were not picked by outcome. About 0.54% of those tested had a hit in this group.
